PriA SSB inh – inhibitors of Klebsiella pneumoniae PriA binding to SSB C-terminal tail; AlphaScreen SSBct-PriA binding, biotinylated peptide; inhibition, % at 33 µM; actives 0.6% (n = 430,000); in the data active means inhibition mostly above about 37%, no sharp cut-off; inactive means mostly below about 20%;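 further: plate controls were negative control peptide for no effect and reference peptide for full effect; strong numbers were not always called active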
Anthrax LF inh2 – blocks Bacillus anthracis lethal factor protease | AID 588501 | actives 0.12% (n = 360,000) | inhibition, % at 10 µM | multiplex microsphere protease cleavage assay, LF; further: plate controls were buffer without enzyme for full effect and enzyme alone for no effect
Target sequence (P15917 whole entry, looked up): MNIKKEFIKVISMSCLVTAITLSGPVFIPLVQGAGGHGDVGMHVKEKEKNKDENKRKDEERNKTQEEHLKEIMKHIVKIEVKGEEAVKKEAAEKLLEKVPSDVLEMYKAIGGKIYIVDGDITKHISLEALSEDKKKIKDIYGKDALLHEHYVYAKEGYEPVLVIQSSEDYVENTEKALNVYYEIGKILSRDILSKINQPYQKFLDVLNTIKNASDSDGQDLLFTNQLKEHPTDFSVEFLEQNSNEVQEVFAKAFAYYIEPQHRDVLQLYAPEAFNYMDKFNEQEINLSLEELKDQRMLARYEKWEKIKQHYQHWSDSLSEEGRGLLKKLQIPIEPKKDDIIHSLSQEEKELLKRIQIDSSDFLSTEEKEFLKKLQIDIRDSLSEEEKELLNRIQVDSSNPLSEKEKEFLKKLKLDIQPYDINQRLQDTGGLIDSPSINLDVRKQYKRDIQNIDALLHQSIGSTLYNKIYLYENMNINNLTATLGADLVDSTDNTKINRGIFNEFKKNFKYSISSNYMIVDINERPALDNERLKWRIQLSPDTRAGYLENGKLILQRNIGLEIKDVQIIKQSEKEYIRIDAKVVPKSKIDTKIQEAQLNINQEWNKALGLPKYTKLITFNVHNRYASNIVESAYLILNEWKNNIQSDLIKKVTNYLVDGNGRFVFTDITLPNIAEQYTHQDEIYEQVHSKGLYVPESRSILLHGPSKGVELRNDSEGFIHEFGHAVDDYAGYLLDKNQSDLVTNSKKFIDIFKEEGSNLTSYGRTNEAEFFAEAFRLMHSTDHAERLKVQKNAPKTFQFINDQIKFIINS
BoNT-A LC inh2 – BoNT A light chain protease inhibition; inhibition, % at 10 µM; multiplex microsphere protease substrate cleavage, flow cytometry; actives 0.17% (n = 360,000); AID 588499; further: plate controls were buffer without enzyme for full effect and enzyme alone for no effect
Vc quorum ag – quorum light induction in luxS cqsA deficient V. cholerae; V. cholerae BH1578 lux reporter, luminescence, 6 h; activation, % at 18.7 µM; actives 0.16% (n = 350,000); in the data active means activation mostly above about 9.7%, no sharp cut-off; inconclusive means no clear call, values can overlap the other calls; inactive means mostly below about 3.7%; further: not every result past the cut was called active; inactives centre near 0; reference of the scale not given here
TcdB GH inh – blocks C. difficile toxin B glycohydrolase activity. P18177. TcdB glycohydrolase enzymatic assay, plate reader. inhibition, % at 9.99 µM. actives 0.24% (n = 350,000). AID 652162; in the data active means inhibition above about 10%
PrPC TRFRET – cell surface PrPC inhibition, primary TR-FRET screen. P04156. TR-FRET read-out. inhibition, % at 13.8 µM. actives 0.43% (n = 370,000). AID 720596; in the data active means inhibition above about 24%; further: 0% = median of the test wells and 100% = reference compound wells
Yp Topo-I inh – inhibitors of Yersinia pestis topoisomerase I; Y. pestis Topo-I cleavage product accumulation, plate reader; activity, % at 10 µM; actives 0.064% (n = 360,000); AID 504884; in the data active means activity above about 50%, passing the limit was not always enough; inconclusive means no clear call, values can overlap the other calls; further: inactives centre near 2
SARS 3CLpro inh – SARS-CoV 3CLpro protease inhibition; P0C6X7; recombinant SARS-CoV 3CLpro, quenched FRET peptide cleavage; inhibition, % at 6 µM; actives 0.14% (n = 290,000); in the data active means inhibition above about 12%
PfHsp40 rescue – rescue of PfHsp40-mediated yeast toxicity. S. cerevisiae expressing PfHsp40, growth rescue, ATP luminescence. growth rescue, % at 12.5 µM. actives 0.68% (n = 340,000); in the data active means growth rescue above about 28%, passing the limit was not always enough; inconclusive means no clear call, values can overlap the other calls;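 further: yeast W303a lacking pdr1 and pdr3 grown in galactose medium; growth measured after three days at 30 °C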
Active calls of the source: *; i = inactive; ? = inconclusive; · = no result given; & = joins results of further samples. Unless noted, no stated cut-off is given here; in the data, active means inhibition above about 30%; inconclusive means no clear call, values can overlap the other calls; inactive means below that.

SMILES | PriA SSB inh | Anthrax LF inh2 | BoNT-A LC inh2 | Vc quorum ag | TcdB GH inh | PrPC TRFRET | Yp Topo-I inh | SARS 3CLpro inh | PfHsp40 rescue
Cn1c(SCC(=O)N2CCCC2)nc2cccnc21 | -0.8 | -1.3 | 0.3 | -1.0 | 1.3 | -12.8 | 7.6 | -1.6 | -1.5
O=C(CSc1ccc(-c2ccco2)nn1)NC1CCCC1 | 0.0&-8.8 | 0.3 | -0.3 | -0.7 | 1.9 | 8.5 | 6.3 | 0.1 | -1.2
Cn1c(=O)c(/C(N)=N/OC(=O)c2ccccc2)cn(-c2ccccc2)c1=O | · | 2.6 | -0.6 | -0.9 | 0.9 | -3.8 | 3.7 | 0.5 | -0.5
CCOc1cccc(N(C(=O)CNC(=O)c2ccco2)C(C(=O)NCC2CCCO2)c2ccccc2)c1 (stereo unspecified) | -13.8 | 7.6 | 0.2 | i | 2.6 | 5.7 | 12.3 | -0.1 | 0.0
O=C(Nc1nc2ccccc2n1CCN1CCOCC1)c1cn(-c2ccccc2)nc1-c1ccccc1 | 8.9 | -10.2 | 0.4 | i | · | -9.6 | 5.9 | 1.3 | ?
Cc1cc(NC(=O)CSc2nnc(-c3c[nH]c4ccccc34)n2-c2ccc(F)cc2)no1 | -21.1 | 9.4 | 0.0 | -0.3 | 0.1 | 5.0 | 34.1 | -0.9 | -0.8
CC(Oc1ccc(C(=O)c2ccccc2)cc1)C(=O)N1CCOCC1 (stereo unspecified) | -12.0 | -0.4 | 0.1 | i | 1.4 | -4.8 | 0.4 | · | 0.1
CC(=O)Nc1cccc(-c2cnc(NC(C)=O)cn2)c1 | · | -13.5 | 0.2 | -0.1 | 0.6 | -3.7 | 3.4 | · | ·
CC(=O)CCC(=O)c1ccc2ccccc2c1 | -10.0 | -3.9 | -0.3 | -0.4 | -1.9 | 2.8 | 4.3 | 1.8 | -0.8
Cc1ccc(NC(=O)C2CCN(S(=O)(=O)c3ccc4c(c3)oc(=O)n4C)CC2)cc1 | -4.4 | -3.8 | -0.5 | i | 0.8 | -0.4 | 6.0 | -3.9 | 1.1
O=C(Cn1cncn1)NCCCc1ccccc1 | -9.0 | 2.7 | 1.0 | -2.0 | 0.9 | -8.9 | -1.4 | 5.1 | -2.1
CN(c1ccccc1)c1ncnc2c1ncn2C | -0.2 | -0.3 | 0.5 | i | 0.2 | 6.7 | 4.0 | · | -1.7
CCCCn1c(C)cc(/C=C(\C#N)C(=O)O)c1C | -2.1 | -1.3 | 1.6 | -4.2 | · | -0.7 | 9.5 | 3.3 | -1.5
CNC(=O)N(C1=NCCCCC1)c1ccc(Br)cc1 | -5.5 | 0.4 | 0.8 | -0.7 | · | 8.2 | 14.9 | -0.9 | 0.3
COc1ccc(CNC(=O)CSc2nnc(NC(=O)C3CC3)s2)cc1 | 0.1 | -1.9 | -0.4 | i | 0.4 | 11.8 | 0.3 | 4.4 | 0.3
CC1CC(C)CN(C(=O)COC(=O)CNS(=O)(=O)/C=C/c2ccccc2)C1 (stereo unspecified) | 5.6 | -2.2 | 1.2 | i | · | -4.0 | -8.6 | 0.7 | 0.0
CC(O)CNc1nc2c(c(=O)n(Cc3cccc(Cl)c3)c(=O)n2C)n1C (stereo unspecified) | 15.5 | 2.9 | 2.0 | -1.1 | -0.4 | 7.7 | 15.3 | -4.8 | 1.0
COc1ccc(N2CCN(C(=O)COc3ccc4c(C)c(C)c(=O)oc4c3C)CC2)cc1 | -8.0 | 2.4 | 1.0 | -0.5 | · | · | -1.4 | -7.8 | 1.1
Cc1c(C)c2ccc(OCC(=O)N3CCC(C(=O)O)(c4ccccc4)CC3)cc2oc1=O | 0.3 | -5.7 | -0.8 | -0.4 | -2.9 | -0.8 | 7.6 | 2.4 | -0.9
CNCc1cc(C)n(-c2cc(S(=O)(=O)N3CCOCC3)ccc2N2CCCC2)c1C | · | -7.8 | 1.2 | 0.6 | 0.3 | -9.1 | 3.5 | · | ·
Nc1nc(SCc2ccc(Cl)cc2Cl)ns1 | -29.2 | 6.9 | 1.0 | -0.7 | · | 3.3 | -4.5 | 9.1 | -0.2
Cn1cccc1C1CCCN1CC(=O)Nc1ccc(F)c(F)c1F (stereo unspecified) | -8.8 | 1.1 | 3.2 | -1.4 | 0.1 | -4.1 | 9.4 | · | 0.9
COC(=O)Cn1c(=N)n(CCN2CCCCC2)c2ccccc21 | -9.8 | -1.2 | -0.1 | i | · | -4.5 | 4.5 | 6.5 | -0.1
CCOC(=O)/C(=N\Nc1cc(Cl)ccc1Cl)N1CCN(C)CC1 | · | -3.8 | -2.1 | -0.4 | · | -1.4 | 11.2 | 0.2 | -0.7
Clc1ccccc1-c1ncnc2ccc(Br)cc12 | -26.0 | -6.6 | -0.9 | -0.3 | 1.7 | 12.8 | 3.3 | 0.2 | 0.1
Cc1ccc(C2/C(=C(\O)c3ccc4c(c3)OCCO4)C(=O)C(=O)N2CC2CCCO2)cc1 (stereo unspecified) | · | 0.6 | -1.2 | -1.2 | 1.5 | -4.3 | -1.2 | 2.9 | -0.4
COC(=O)C1=C(c2cccc(OCc3ccccc3)c2)C[C@@H]2CC[C@H]1N2C(=O)NCc1ccccc1C(F)(F)F | -0.8 | -8.2 | 0.5 | -1.2 | -1.1 | 10.9 | 30.9 | · | 0.4
COc1ccc(-c2oc3ccc(-c4ccc5c(c4)OCO5)cc3c2C#CC2(O)CCCCC2)cc1 | -0.1 | -7.8 | 0.1 | -5.9 | 0.1 | 3.5 | 1.7 | · | -0.5
O=C(CNc1cccc(Cl)c1)NNC(=S)NCc1ccccc1 | -2.9 | -2.2 | -1.2 | i | 4.9 | 9.0 | -14.3 | -2.7 | -0.9
CCOC(=O)C1=C(COC(=O)Cc2ccccc2[N+](=O)[O-])NC(=O)NC1C (stereo unspecified) | · | -2.7 | -0.4 | -0.4 | 0.9 | -0.6 | 2.3 | · | ·
CCOC(=O)N=S(=O)(Oc1ccc([N+](=O)[O-])cc1)c1ccccc1 (stereo unspecified) | 5.6 | 0.9 | -1.1 | i | · | -1.8 | 14.2 | 2.8 | -0.4
CCS(=O)(=O)Nc1cccc(C2=NN(S(C)(=O)=O)C(c3cccs3)C2)c1 (stereo unspecified) | -4.6 | 4.9 | 1.1 | -7.1 | 1.5 | 4.7 | -2.9 | -0.5 | -0.7
O=C(NC1CC(=O)N(c2ccc(F)cc2)C1)N1CCN(C(=O)c2ccco2)CC1 (stereo unspecified) | 1.0&0.0 | · | · | i | 1.5 | -0.1 | 7.0 | · | -0.2
CCC(=O)Nc1nc2nc(C)cc(=O)n2[nH]1 | -4.8 | -10.2 | 0.1 | -0.5 | · | -1.1 | -4.1 | 2.7 | 1.0
O=C(CNC(=O)N1CC(=O)Nc2ccccc21)Nc1ccc(Cl)cc1 | -12.2 | -2.5 | 0.7 | i | -0.6 | 4.4 | 9.7 | 12.2 | 0.3
O=C(c1cc([N+](=O)[O-])cc([N+](=O)[O-])c1)N1CCCc2ccccc21 | 21.1 | -0.4 | 0.3 | -0.3 | -0.2 | -3.4 | 1.3 | 0.0 | -0.6
COc1cc(C(C(=O)NC2CCCC2)N(C(=O)c2ccco2)c2ccccc2C(C)=O)cc(OC)c1OC (stereo unspecified) | 16.6 | 1.5 | -1.7 | 0.0 | -0.3 | 2.2 | -4.8 | 1.3 | -1.5
C[C@@H]1CN([C@H](C)CO)C(=O)c2cc(-c3ccccc3)cnc2O[C@@H]1CN(C)C(=O)C1CCOCC1 | · | -6.5 | -0.4 | -2.1 | 0.9&0.4&-0.2 | 10.9 | 4.3 | · | ·
Cc1ccc(-c2nc(CSCC(=O)N3CCN(C(=O)c4ccco4)CC3)c(C)o2)cc1 | 4.9 | -0.9 | 0.0 | -0.2 | 0.5 | 5.6 | 12.3 | -2.9 | 0.9
COc1ccc(C(=O)Nc2ccc(NC(=O)c3ccccc3OC)nc2)cc1 | -9.2 | 10.2 | -2.7 | -1.2 | -1.0 | 10.5 | -6.3 | -6.7 | 9.0
CCN(CC(=O)NC1CCS(=O)(=O)C1)c1ccc(S(=O)(=O)N(CC)CC)cc1[N+](=O)[O-] (stereo unspecified) | 2.7 | 3.7 | -0.6 | i | 0.3 | -9.5 | 5.9 | · | -0.1
CCOC(=O)Cn1c(=NC(=O)CSC(C)=O)sc2cc(F)ccc21 | 1.8 | -1.9 | -0.3 | -1.1 | 1.5 | 0.5 | 0.0 | -6.3 | -0.3
Cc1ccc(NC(=O)COC(=O)CN2CCSC2=O)cc1F | · | -7.5 | -0.2 | 0.2 | -0.6 | -0.1 | 1.4 | · | ·
C#CCn1c(=NC(=O)c2ccc(S(=O)(=O)N3CCCc4ccccc43)cc2)sc2cc(S(N)(=O)=O)ccc21 | -0.3 | 10.1 | 2.1 | -0.2 | 3.3 | 14.1 | -8.5 | 5.5 | -1.7
CCn1cc(/C=N\NC(=O)c2cc(-c3ccccc3OC)nc3ccccc23)c(C)n1 | · | 1.3 | -0.2 | -0.2 | 0.1 | -2.0 | 6.8 | -2.7 | -1.6
Cc1ccc2nc(-c3ccco3)c(Nc3ccccc3)n2c1 | 2.5 | 0.4 | 3.2 | -0.6 | · | 9.8 | -2.4 | -5.9 | 0.7
OC(COc1c(F)cc(Br)cc1F)CN1CCc2ccccc2C1 (stereo unspecified) | -10.1 | 6.9 | ? | i | 1.0 | -2.1 | 31.9 | 0.5 | 1.6
COc1ccc2cc3cc(C(=O)NCCC(C)C)oc3nc2c1 | 2.1 | -5.3 | 0.9 | 0.6 | 1.0 | -2.2 | -6.0 | -5.5 | -1.0
O=S(=O)(c1cccc(-c2cn3cc(Cl)ccc3n2)c1)N1CCOCC1 | -5.9 | -2.0 | 0.0 | -0.6 | · | -5.8 | 16.3 | -4.6 | 0.2
CCOC(=O)NC1CCc2cc(OC)c(OC)c(OC)c2-c2ccc(SC)c(=O)cc21 (stereo unspecified) | 6.6 | 0.1 | 0.3 | i | 0.6 | -21.3 | 7.9 | · | -1.9

Only PriA SSB inh, PfHsp40 rescue and Vc quorum ag (2 entries from above):
SMILES	PriA SSB inh	PfHsp40 rescue	Vc quorum ag
CCOC(=O)NC1CCc2cc(OC)c(OC)c(OC)c2-c2ccc(SC)c(=O)cc21 (stereo unspecified)	6.6	-1.9	i
C#CCn1c(=NC(=O)c2ccc(S(=O)(=O)N3CCCc4ccccc43)cc2)sc2cc(S(N)(=O)=O)ccc21	-0.3	-1.7	-0.2

Other records:
SMILES | PriA SSB inh | Anthrax LF inh2 | BoNT-A LC inh2 | Vc quorum ag | TcdB GH inh | PrPC TRFRET | Yp Topo-I inh | SARS 3CLpro inh | PfHsp40 rescue
Cc1ccc(C(C(=O)NC2CCCC2)N(Cc2ccc(F)cc2)C(=O)c2snc(C(N)=O)c2N)o1 (stereo unspecified) | -2.2 | 1.5 | -0.2 | i | 1.9 | 2.6 | 17.3 | 0.4 | 1.0
CCCc1ccc(Oc2c(-c3ccc(O)c(C)c3O)n[nH]c2C)cc1 | 6.4 | · | · | -0.4 | · | 8.9 | -4.0 | 5.7 | 2.6
C[C@@H]1CN([C@H](C)CO)C(=O)c2cc(-c3ccc(C#N)cc3)cnc2O[C@H]1CN(C)C(=O)c1ccccc1 | · | 2.5 | 0.1 | i | 1.3&0.6&-0.5 | 4.3 | 19.2 | · | ·
CCN1/C(=C/c2sc(-c3ccccc3C)c[n+]2C)Sc2ccccc21 | · | 7.1 | 7.8 | -0.2 | 4.0 | 14.1 | 12.4 | -1.4 | 312.3*
Cn1c(N)c(C(=O)CCl)c(=O)n(Cc2ccccc2)c1=O | 4.8 | 3.8 | 0.2 | 4.5 | -0.4 | 5.2 | 4.0 | 1.6 | 0.8

Among those listed so far, these contain a COOH group.
SMILES | PriA SSB inh | Anthrax LF inh2 | BoNT-A LC inh2 | Vc quorum ag | TcdB GH inh | PrPC TRFRET | Yp Topo-I inh | SARS 3CLpro inh | PfHsp40 rescue
CCCCn1c(C)cc(/C=C(\C#N)C(=O)O)c1C | -2.1 | -1.3 | 1.6 | -4.2 | · | -0.7 | 9.5 | 3.3 | -1.5
Cc1c(C)c2ccc(OCC(=O)N3CCC(C(=O)O)(c4ccccc4)CC3)cc2oc1=O | 0.3 | -5.7 | -0.8 | -0.4 | -2.9 | -0.8 | 7.6 | 2.4 | -0.9

This is a subset; rates above refer to the full screens.
